Compound activity deposited in PubChem by National Center for Advancing Translational Sciences (NCATS).
EPAC1 antag: qHTS for Antagonist of cAMP-regulated guanine nucleotide exchange factor 3 (EPAC1): primary screen; AID 720709, 2013; EPAC1 GEF assay, Rap1b-BODIPY-GDP exchange fluorescence; 360,000 tested, 0.14% active; Potency, µM (top dose mostly 115 µM), for the others: at the highest dose activity change, negative = inhibition, usual class: inhibitors; Rap guanine nucleotide exchange factor 3 (Homo sapiens), O95398;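 further: potency means the concentration at half of the fitted maximal effect; plate controls were vehicle for no effect and positive control for full effect; nearly all actives have a fitted effect of over 50% in size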
WRN inhibitor: qHTS for Inhibitors of WRN Helicase; 360,000 tested, 0.46% active; Potency, µM (top dose mostly 114 µM), without a hit: top-dose activity change, negative = inhibition, hits mostly inhibitors; AID 651768, 2012; WRN helicase unwinding, fluorescent forked duplex, kinetic; further: potency means the concentration at half of the fitted maximal effect; on the % scale 0 is the no-effect control and ±100 the full control effect; nearly all actives have a fitted effect of over 55% in size
Target sequence (Q14191 whole entry, looked up): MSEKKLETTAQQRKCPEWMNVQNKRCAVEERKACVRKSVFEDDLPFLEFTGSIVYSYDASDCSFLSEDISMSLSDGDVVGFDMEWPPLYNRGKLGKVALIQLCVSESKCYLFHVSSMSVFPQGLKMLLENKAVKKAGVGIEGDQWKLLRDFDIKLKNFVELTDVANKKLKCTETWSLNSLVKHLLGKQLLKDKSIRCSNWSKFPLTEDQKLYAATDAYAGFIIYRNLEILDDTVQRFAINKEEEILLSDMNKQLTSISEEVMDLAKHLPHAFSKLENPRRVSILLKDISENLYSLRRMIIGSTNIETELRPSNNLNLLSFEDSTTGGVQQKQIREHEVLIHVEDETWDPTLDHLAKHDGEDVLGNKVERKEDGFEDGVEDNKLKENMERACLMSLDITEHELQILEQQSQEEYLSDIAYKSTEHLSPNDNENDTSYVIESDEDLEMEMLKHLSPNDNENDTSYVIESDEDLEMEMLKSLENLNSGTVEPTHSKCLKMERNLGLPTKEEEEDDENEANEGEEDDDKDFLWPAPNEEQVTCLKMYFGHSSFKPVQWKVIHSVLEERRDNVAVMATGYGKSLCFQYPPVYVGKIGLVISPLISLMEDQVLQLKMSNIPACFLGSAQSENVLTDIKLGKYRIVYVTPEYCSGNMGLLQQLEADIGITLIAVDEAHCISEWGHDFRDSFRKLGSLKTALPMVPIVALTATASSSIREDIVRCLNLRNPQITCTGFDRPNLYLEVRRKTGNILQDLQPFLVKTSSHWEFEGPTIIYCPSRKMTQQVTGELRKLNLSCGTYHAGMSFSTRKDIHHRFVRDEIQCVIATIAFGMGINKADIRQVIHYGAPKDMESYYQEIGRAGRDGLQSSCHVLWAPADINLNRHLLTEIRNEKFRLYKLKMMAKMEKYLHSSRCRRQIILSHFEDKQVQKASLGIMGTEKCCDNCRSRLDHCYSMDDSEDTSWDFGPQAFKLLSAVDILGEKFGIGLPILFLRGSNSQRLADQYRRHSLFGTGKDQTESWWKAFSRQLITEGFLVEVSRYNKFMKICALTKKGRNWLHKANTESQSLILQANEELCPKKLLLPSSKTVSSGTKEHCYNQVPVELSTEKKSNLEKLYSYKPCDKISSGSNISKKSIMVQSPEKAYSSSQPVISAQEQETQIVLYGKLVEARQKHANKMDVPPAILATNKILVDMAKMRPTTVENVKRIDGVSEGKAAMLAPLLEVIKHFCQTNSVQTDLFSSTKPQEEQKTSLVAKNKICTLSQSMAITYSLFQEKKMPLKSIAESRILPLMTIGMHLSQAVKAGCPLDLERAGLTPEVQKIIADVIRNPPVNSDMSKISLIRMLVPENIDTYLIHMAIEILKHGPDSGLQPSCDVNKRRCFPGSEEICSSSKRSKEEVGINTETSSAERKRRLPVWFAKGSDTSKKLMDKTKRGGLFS
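Kinetic fluorescence helicase assay: unwinding of a quenched forked DNA duplex (100 nM final) with 2 mM ATP final raises red fluorescence (525/598 nm). Compounds sat 15 min at room temperature with 20 nM WRN beforehand.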
EPAC2 antag: qHTS for Antagonist of cAMP-regulated guanine nucleotide exchange factor 2 (EPAC2): primary screen; EPAC2 GEF exchange of Rap1B-BODIPY-GDP, fluorescence; Potency, µM (highest dose often 114 µM), inactives show at the highest dose activity, negative = inhibition, most hits filed as inhibitors; 360,000 tested, 0.18% active; further: potency means the concentration at half of the fitted maximal effect; on the % scale 0 is the no-effect control and ±100 the full control effect; nearly all actives have a fitted effect of over 45% in size; many of its hits are not listed in these tables
CCT modulator: High-Throughput Screening for Modulators of Cytosolic Chaperonin Activity | purified chaperonin ATPase assay, HTRF ADP detection, 30 min | AID 651819, 2012 | activity change, % (test concentration not listed), hits read low | 360,000 tested, 0.3% active; in the data active means activity change below about -30%; further: on the % scale 0 is the no-effect control and ±100 the full control effect
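TRiC at 40 or 20 nM final (batch-dependent) in 30 mM Tris pH 7.4, 100 mM KCl, 5 mM MgCl2, 1 mM DTT, with compound at single 76 uM and 10 uM ATP, 30 min at 37 deg C. ADP detected by HTRF Transcreener, 665/615 ratio.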
Mm-Cpn inhibitor: Inhibitors of TCP-1 ring complex (TRiC) of Methanococcus maripaludis (MmCpn): qHTS; Chaperonin Mm-Cpn (Methanococcus maripaludis); Potency, µM (highest dose often 76.9 µM), inactives show at the top dose activity, negative = inhibition, most hits filed as inhibitors; 330,000 tested, 0.031% active; purified Mm-Cpn ATPase, ADP Transcreener TR-FRET; AID 504842, 2011; further: potency means the concentration at half of the fitted maximal effect; on the % scale 0 is the no-effect control and ±100 the full control effect; nearly all actives have a fitted effect of over 80% in size
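TR-FRET (320 nm excitation; 590 and 665 nm emission) reports ADP made from 10 uM ATP by 25 nM enzyme; compounds were preincubated 10 min, reaction run 30 min, both at 37°C.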
PLK1 PBD inh: qHTS for Inhibitors of PLK1-PDB (polo-like kinase 1 - polo-box domain): Primary Screen. Serine/threonine-protein kinase PLK1 (Homo sapiens), P53350. Plk1 PBD binding of FITC phosphopeptide, fluorescence polarization. Potency, µM, for inactives: max response, negative = inhibition, actives largely listed as inhibitors. 360,000 tested, 2.8% active; further: potency means the concentration at half of the fitted maximal effect; series mostly up to about 57 µM; on the % scale 0 is the no-effect control and ±100 the full control effect; nearly all actives have a fitted effect of over 65% in size
EPAC1 agonist: qHTS for Agonist of cAMP-regulated guanine nucleotide exchange factor 3 (EPAC1): primary screen; Potency, µM (top dose mostly 154 µM), without a hit: top-dose activation, most hits filed as activators; AID 720707, 2013; EPAC1 agonist qHTS, biochemical assay; response scale: 100% = response to 6.5 mM cAMP; 360,000 tested, 0.073% active; further: potency means the concentration at half of the fitted maximal effect; nearly all actives have a fitted effect of over 60% in size
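EPAC1 100 nM, Rap1B–BODIPY-GDP 250 nM, unlabeled GDP 50 uM; compound titration; 5 min RT; kinetic read ex480/em540 at 5-min intervals ×30 min; data normalized to 6.5 mM cAMP agonist control.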
PI5P4K alpha inh: qHTS for Inhibitors of phosphatidylinositol 5-phosphate 4-kinase (PI5P4K); PI5P4Kalpha enzyme, ADP-Glo luminescence, 60 min; hits give low values; 330,000 tested, 1.2% active; max response, %; AID 652105, 2013; Phosphatidylinositol 5-phosphate 4-kinase type-2 alpha (Homo sapiens), P48426; active means max response of -50% or lower; inconclusive means between -30% and -50%; inactive means -30% or higher; further: value at the top dose of about 77 µM; on the % scale 0 is the no-effect control and ±100 the full control effect
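Reactions run in 0.038 M HEPES pH 7.4, 0.28 mM EGTA, 0.1% CHAPS and 5% DMSO, with PI5P4Kalpha, substrate, compound and 5 microM ATP final, one hour at room temperature. Readout is ADP-Glo luminescence.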
Numbers without * were called inactive; u = inconclusive; x = no result given; [ ] = remark or other dose. Unless noted, the call rests on the fitted dose curve; in most records, active means well fitted curve in the direction sought with a large enough effect; inconclusive means small, poorly fitted or top-dose-only effect, or another doubt; inactive means no such curve, though single readings can be large; an effect the other way counts as inactive or inconclusive. These rows are one share of the data; the hit share may differ from the screen's.

SMILES	EPAC1 antag	WRN inhibitor	EPAC2 antag	CCT modulator	Mm-Cpn inhibitor	PLK1 PBD inh	EPAC1 agonist	PI5P4K alpha inh
COc1cccc(OC)c1OCC(O)CN1CCN(c2ccccc2)CC1 (stereo not given)	-3.8%	-11.9%	6.4%	1.6	-1.1%	0.2%	-1.7%	1.5
CCOc1ccc2oc(C(=O)OCC(=O)NC3CC3)c(C)c2c1	0.7%	2.5%	-5.6%	-1.9	1.0%	-2.9%	-12.2%	5.2
NC(=O)C(c1ncc(C(F)(F)F)cc1Cl)c1c(Cl)cccc1Cl (stereo not given)	-15.0%	-4.4%	-2.9%	-0.9	-2.0%	1.8%	8.0%	x
Cc1ccccc1CN1CCNC(=O)C1CC(=O)NC1CCCCCCC1 (stereo not given)	-28.5%	2.6%	-5.4%	-0.3	-0.2%	-11.7%	-10.6%	-0.5
C#CC(C)(C)NC(=O)CSc1nc2c(c(=O)n(C)c(=O)n2C)n1CCCC	-6.9%	3.0%	8.7%	-4.0	0.2%	-3.7%	6.4%	0.8
Cc1c(C(c2ccc(Br)cc2)c2c(C)n(C)n(-c3ccccc3)c2=O)c(=O)n(-c2ccccc2)n1C	3.7%	-16.7%	13.9%	-5.7	-1.8%	-0.7%	-1.2%	3.6
CC(C)Cn1nc(-c2ccccc2)c2ccccc2c1=O	9.4%	0.7%	-1.8%	-2.1	1.5%	-7.0%	10.3%	3.8
CCc1nnc(NC(=O)C2CCN(c3ncnc4sc(C)c(C)c34)CC2)s1	18.8%	2.1%	1.3%	-1.0	u	1.4%	-8.4%	6.4
COc1ccc(CNC(=O)[C@H](C)NC(=O)[C@@H]2Cc3ccccc3CN2)cc1	-12.9%	9.5%	2.4%	-2.4	2.8%	-2.1%	-11.3%	1.1
Cc1ccc(NNC(=O)c2ccno2)cc1Cl	-5.3%	-0.2%	0.4%	-4.3	-1.6%	-9.6%	-2.8%	0.5
Cc1ccc2oc(=O)n(CCOc3ccccc3C)c2c1	-25.9%	-4.5%	u	2.4	-2.0%	-9.5%	3.0%	10.3
CCS(=O)(=O)c1nc(S(=O)(=O)c2ccc(C)cc2)c(N2CCC(C)CC2)s1	-4.3%	-0.8%	-8.6%	-2.9	-5.7%	-15.6%	-9.1%	2.3
Cc1ccccc1-c1nc2sc(C)c(C)c2c(=O)o1	-1.6%	-6.1%	-4.6%	1.4	-2.7%	2.6%	-8.3%	3.4
CC1(C)CC(=O)C(=CN2CCN(C(=O)c3ccco3)CC2)C(=O)C1	-2.3%	-1.2%	1.0%	-0.9	1.9%	-27.2%	0.3%	2.7
CC1CN(S(=O)(=O)c2ccc(C(=O)Nc3ccc(S(=O)(=O)Nc4nccs4)cc3)cc2)CC(C)O1 (stereo not given)	-2.9%	-1.4%	5.9%	-0.4	-0.8%	-1.6%	-6.0%	-7.1
Cc1ccc2c(c1)c1nc3ccccc3nc1n2C	1.8%	-2.7%	8.8%	-2.8	4.7%	u	18.4%	2.3
CCOC(=O)C(Cc1ccccc1)C(=O)Nc1nccs1 (stereo not given)	4.3%	-1.5%	6.4%	0.3	-1.9%	-7.8%	-12.8%	4.6
Cn1c(=NC(=O)c2ccccc2[N+](=O)[O-])sc2cccc(F)c21	5.2%	0.7%	13.5%	1.2	-0.9%	-1.2%	8.6%	2.1
CCOc1ccc(CCNC(=O)CS(=O)Cc2nc(-c3ccc(C)cc3)oc2C)cc1OCC (stereo not given)	-15.5%	2.9%	-9.5%	1.7	0.5%	-2.3%	-13.7%	2.8
C=CCN1C(=O)/C(=C/c2ccc(-c3ccc(F)cc3)o2)SC1=S	23.3%	-2.7%	0.7%	-2.3	-2.0%	-11.4%	-14.9%	-23.1
O=S(=O)(c1ccc(Cl)s1)N1CCN(Cc2ccccc2)CC1	0.7%	-11.5%	-3.8%	-3.0	1.0%	0.6%	-2.1%	6.7
Cc1ccc(C(=O)N2CCCC(CCC(=O)N3CCN(c4ccccn4)CC3)C2)cn1 (stereo not given)	-17.8%	-29.4%	-3.8%	-1.4	0.9%	-1.7%	-1.4%	2.3
Cn1c(SCCC(=O)O)nnc1-c1ccncc1	8.0%	-1.2%[57.1 µM]	5.7%	0.2	-2.5%	-3.8%	-2.8%	x
CCOc1ccccc1C1NC(=O)NC(C)=C1C(=O)OC1CCCC1C (stereo not given)	12.4%	-14.3%	2.9%[57.1 µM]	2.5	1.3%	-6.4%	1.1%	5.3
COc1cccc(N2CCN(C3CC(=O)N(c4ccc(Cl)c(Cl)c4)C3=O)CC2)c1 (stereo not given)	-2.0%	-18.9%	-3.8%	-3.3	-3.2%	-8.6%	7.5%	3.8

No new results follow: an excerpt of the list.
SMILES	EPAC1 antag	WRN inhibitor	EPAC2 antag	CCT modulator	Mm-Cpn inhibitor	PLK1 PBD inh	EPAC1 agonist	PI5P4K alpha inh
CCOc1ccccc1C1NC(=O)NC(C)=C1C(=O)OC1CCCC1C (stereo not given)	12.4%	-14.3%	2.9%[57.1 µM]	2.5	1.3%	-6.4%	1.1%	5.3
COc1cccc(N2CCN(C3CC(=O)N(c4ccc(Cl)c(Cl)c4)C3=O)CC2)c1 (stereo not given)	-2.0%	-18.9%	-3.8%	-3.3	-3.2%	-8.6%	7.5%	3.8

New compounds follow:
SMILES	EPAC1 antag	WRN inhibitor	EPAC2 antag	CCT modulator	Mm-Cpn inhibitor	PLK1 PBD inh	EPAC1 agonist	PI5P4K alpha inh
Cc1cccc(NC(=O)C(Cc2ccccc2)c2nn[nH]n2)c1C (stereo not given)	6.5%	-6.0%	2.9%	0.1	1.6%	-0.5%	10.3%	1.2
Cc1cc(Nc2cccc(F)c2)nc(-c2ccccc2O)n1	3.8%	-18.4%	-2.5%	0.0	-3.8%	2.8%	28.1%	x
CCn1ccnc1C(O)c1ccc(N(C)C)cc1 (stereo not given)	-30.3%	1.0%	-1.2%	-1.6	-1.3%	-1.9%	2.9%	x
Cc1cccc(C(C)C)c1NC(=O)COC(=O)c1cccc(S(=O)(=O)N2CCc3ccccc3C2)c1	-7.5%	-1.2%	3.0%	0.9	1.5%	-4.4%	-6.9%	-5.0
CCOC(=O)c1sc(NC(=O)CCN2C(=O)c3cccc([N+](=O)[O-])c3C2=O)c(C(=O)OCC)c1C	-8.0%	-12.4%	-12.7%	-2.1	-3.3%	-9.5%	8.5%	x
CN1CCCN(C(=O)CNC(=O)c2ccc(Cl)cc2Cl)CC1	1.2%	10.1%	-0.4%	0.1	-0.9%	-7.3%	0.4%	3.8
O=C(CN(Cc1ccco1)S(=O)(=O)c1ccccc1)N/N=C/c1cccc(O)c1	-20.4%	u	-6.3%	-2.8	-2.8%	-8.5%	9.6%	1.9
Cc1ccc2nc3c(cc2c1)CN(Cc1ccco1)C(=NCC1CCCO1)S3 (stereo not given)	0.8%	-0.6%	0.0%	-1.2	-2.7%	26.7µM*	7.7%	-19.2
CC(=O)CSc1nsc(SCC(C)=O)c1C#N	0.0%	-11.9%	-2.0%	-0.9	0.0%	u	8.8%	u
O=C1NC(Cc2ccccc2)C(=O)N1Cc1cc([N+](=O)[O-])cc2c1OCOC2 (stereo not given)	-23.0%	1.5%	12.8%	0.6	0.5%	-15.3%	-0.9%	-3.0
Cc1ccccc1N1CCN(c2ccc(NC(=O)C3CCCCC3C(=O)O)cc2)CC1 (stereo not given)	-11.1%	-9.9%	8.7%	1.1	0.8%	-2.3%	0.4%	-9.1
COc1ccc(C2(C(=O)NCCc3ccccc3)CCCC2)cc1	1.6%	3.1%	-21.3%	-4.0	-5.0%	3.0%	1.1%	-3.1
Cc1ccc(S(=O)(=O)N2[C@@H](CO)CO[C@H]2CC(=O)OCc2ccccc2)cc1	-13.8%	-6.1%	u	x	x	-12.9%	-0.4%	1.7
CCc1noc(C)c1C(=O)Nc1nc(-c2ccc(Cl)cc2Cl)cs1	-12.8%	-10.8%	3.3%	1.0	1.1%	1.2%	11.7%	-3.3
Cc1cccnc1C(NC(=O)C1CCN(CCCOc2ccc(F)cc2)CC1)c1ccccc1 (stereo not given)	-8.6%	-1.2%	-5.7%	0.8	x	-0.7%	6.1%	-4.7
O=C1NC[C@@H](CCCCN2C[C@H](Cc3ccccc3)N(CCC3CCCCC3)C(=O)C2=O)N(CC2CCCCC2)C1=O	-6.4%	-6.5%	-21.2%	1.1	x	-11.2%	-8.2%	-1.5
Cc1cc2ccccn2c1C(=O)c1ccccc1Br	0.9%	-16.7%	12.6µM*	-2.7	-0.5%	-8.3%	5.2%	4.8
COc1ccc(-n2nnnc2-c2ccccc2)cc1	10.2%	-5.0%[57.1 µM]	2.8%	-1.0	-1.9%	-6.2%	8.2%	x
O=C(NN=Cc1ccc2c(c1)OCO2)C1CC1	-20.7%	-5.8%	-20.2%	-0.3	x	0.2%	-0.7%	-0.1
COc1ccc(C2CC(c3ccc(Cl)cc3Cl)n3nc(N)nc3N2)cc1 (stereo not given)	-10.3%	-1.4%	3.2%	-2.4	0.5%	4.7%	-3.2%	2.2
O=C(COC(=O)c1c(F)cccc1F)NC(=O)NCc1ccccc1	7.3%	3.7%	-2.9%	-0.2	x	-3.7%	-2.0%	-10.1
CCN(C(=O)C1CCCCC1)c1nnc(-c2cccnc2)s1	3.7%	3.7%	-3.2%	-1.5	-2.7%	-13.8%	6.2%	-1.6
CC(C)C(NC(=O)C12CC3CC(CC(C3)C1)C2)C(=O)N/N=C/C1=C(N2CCOCC2)C(=C\c2ccc([N+](=O)[O-])cc2)/CC1 (stereo not given)	23.1%	-0.4%	-1.1%	-2.9	0.1%	-7.0%	-1.1%	-17.8
CCC(C)NC(=O)Nc1ccc2c(c1)N(C)C(=O)c1ccccc1S2 (stereo not given)	-11.5%	-5.3%	-11.4%	-3.8	-0.7%	-8.8%	17.6%	x
O=C(NCC(c1cccs1)N1CCOCC1)c1ccc(Cl)c(S(=O)(=O)N2CCOCC2)c1 (stereo not given)	u	-4.8%	3.3%	-2.2	-2.4%	-3.5%	11.3%	3.0
CCCC(=O)N1CCN(c2ccc(NC(=S)NC(=O)CC)cc2)CC1	3.4%	0.3%	-0.5%	-0.7	3.2%	-2.6%	5.0%	x
